Screening data deposited in PubChem by several laboratories.
MITF TRPM1 inh: MITF TRPM1 promoter inhibition in SK-MEL-5 cells | SK-MEL-5 TRPM1 promoter luciferase, 24 h | inhibition, % at 12.5 µM | 330,000 compounds, 0.83% hits;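 active = mean inhibition across replicates of 60% or more, whatever share of single replicates reaches that level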; note: values of inactives mirror those of a sister screen read the other way
Vif inh: inhibitors of HIV Vif; inhibition, % at 7.49 µM; HEK293T cells, Vif self-association by quenched fluorescence, imaging, 24 h; AID 602346; 340,000 compounds, 0.35% hits; in the data active = inhibition above about 50%, passing the limit was not always enough; note: some results filed as inactive read as strong as hits
NR2E3 ag-1: agonists of human nuclear receptor NR2E3; 320,000 compounds, 0.12% hits; inhibition of corepressor binding, % at 4.78 µM; GST-NR2E3/biotin-RetCOR TR-FRET, 1536-well; AID 2300;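 active = percent inhibition above the cutoff of mean plus 3 SD of all tested compounds, set per screening campaign, cut at about 20% in these data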;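 note: 0% = DMSO wells and 100% = biotin wells as full block of FRET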
Target sequence (Q9Y5X4 whole entry, looked up): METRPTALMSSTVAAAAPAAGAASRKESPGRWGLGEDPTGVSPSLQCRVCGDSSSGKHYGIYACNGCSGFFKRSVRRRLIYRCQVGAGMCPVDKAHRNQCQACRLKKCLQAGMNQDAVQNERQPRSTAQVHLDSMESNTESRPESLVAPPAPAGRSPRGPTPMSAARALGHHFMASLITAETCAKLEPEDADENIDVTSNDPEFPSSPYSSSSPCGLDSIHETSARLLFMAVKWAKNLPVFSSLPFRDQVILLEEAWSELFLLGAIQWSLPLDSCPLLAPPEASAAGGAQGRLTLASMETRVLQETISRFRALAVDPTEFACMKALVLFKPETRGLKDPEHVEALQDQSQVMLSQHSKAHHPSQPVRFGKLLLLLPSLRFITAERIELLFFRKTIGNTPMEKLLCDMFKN
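system = GST-tagged NR2E3 plus biotinylated RetCOR corepressor | input = 1.35 nM GST-NR2E3 | also added = 7 nM biotin-RetCOR | schedule = 5 h incubation at 4 °C | measured by = TR-FRET with europium anti-GST and streptavidin-D2, 340 nm excitation | read-out = percent loss of FRET ratio relative to control wells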
KKLEB tox: counter-screen for CF NF-kB inhibitors: cytotoxicity; KKLEB CF airway cells viability, ATPlite luminescence, overnight; hits give low values; cells stimulated with P. aeruginosa culture filtrate; activity change (cytotoxicity), % at 5 µM; 360,000 compounds, 0.36% hits; AID 602141;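 active = corrected activity change at or below -50% at 5 µM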
CaV13 ICDI inh: Primary screen for inhibitors of IQ motif and Ca2+-dependent inactivation inhibitor domain binding in CACNA1D, Förster resonance energy transfer in living cells, …; inhibition, % at 12.3 µM; 340,000 compounds, 0.098% hits; HEK cells, CFP/YFP FRET ICDI-IQ, plate reader, 10 min; percent FRET-ratio fall versus neutral wells;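 active = mean replicate inhibition of at least 30% and at least 1% of replicates passing that level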;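 note: 0% = median of the neutral control wells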
CF NFkB inh: blocks PAF-induced NF-kB reporter in cystic fibrosis cells; KKLEB NF-kB-GFP reporter, GFP fluorescence overnight; inhibition, % at 5 µM; 360,000 compounds, 0.86% hits;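 active = at least 50% inhibition at 5 µM, scaled per plate between neutral and stimulator controls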;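 note: PAF is a Pseudomonas aeruginosa culture filtrate used as stimulus; plate controls were PAF-stimulated DMSO wells for no effect and unstimulated DMSO wells for full effect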
PDI inh: blocks human protein disulfide isomerase activity. PDI insulin aggregation turbidity, A650, 90 min. inhibition, % at 10 µM. AID 588391. P07237. 350,000 compounds, 0.052% hits;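 active = mean inhibition across replicates of 30% or more, whatever share of single replicates reach that level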;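 note: absorbance from insulin aggregation driven by PDI reduction with DTT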
Target sequence (P07237 whole entry, looked up): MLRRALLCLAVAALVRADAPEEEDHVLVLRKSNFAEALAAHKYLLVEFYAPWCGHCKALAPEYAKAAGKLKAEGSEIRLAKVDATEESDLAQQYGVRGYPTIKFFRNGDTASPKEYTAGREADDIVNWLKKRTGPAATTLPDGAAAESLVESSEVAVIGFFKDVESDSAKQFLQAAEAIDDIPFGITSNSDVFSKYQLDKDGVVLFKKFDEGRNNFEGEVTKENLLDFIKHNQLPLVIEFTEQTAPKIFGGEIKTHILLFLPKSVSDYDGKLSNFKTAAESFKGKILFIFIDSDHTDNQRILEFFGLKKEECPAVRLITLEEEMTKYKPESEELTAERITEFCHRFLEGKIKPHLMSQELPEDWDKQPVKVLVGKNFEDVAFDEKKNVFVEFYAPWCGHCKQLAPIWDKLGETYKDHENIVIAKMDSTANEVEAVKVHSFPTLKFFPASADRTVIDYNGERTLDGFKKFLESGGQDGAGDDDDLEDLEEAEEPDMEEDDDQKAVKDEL
HIF-2a inh: inhibitors of HIF-2a; 786-0 RCC cells HIF-2a reporter, luciferase luminescence, overnight; inhibition, % at 18.8 µM; 360,000 compounds, 0.72% hits; AID 624352;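 active = inhibition of the luminescence signal of 40% or more relative to plate controls, in a single-dose primary screen at 18.75 µM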
Shn3 3UTR inh: inhibitors of Schnurri-3 3'UTR reporter in osteoblasts; Clone20 osteoblast Shn3 3'UTR firefly luciferase, 24 h; AID 588674; inhibition, % at 12.5 µM; 360,000 compounds, 0.52% hits;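 active = mean inhibition of at least 75% with every replicate also reaching 75%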;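 note: 0% = median of neutral control wells and 100% = pilot-screen positive control compound; some compounds past the cut are filed as inactive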
NR2E3 ag-2: agonists of human NR2E3 nuclear receptor | Q9Y5X4 | CHO-S Gal4-NCOR/VP16-NR2E3 two-hybrid, luciferase | inhibition of corepressor binding, % at 3.98 µM | 360,000 compounds, 0.35% hits | AID 602229;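 active = inhibition above the mean of all tested compounds plus 3 SD, cut at about 70% in these data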;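 note: 0% = DMSO with NR2E3 transfected cells and 100% = cells lacking NR2E3 construct; higher means lower luciferase signal from less NR2E3 corepressor binding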
Peg3 promoter: Peg3 promoter activity inhibition; 360,000 compounds, 1.7% hits; inhibition, % at 20 µM; HeLa PEG-Prom luciferase reporter, luminescence, overnight;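 active = inhibition of at least 50% at 20 µM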
* hit, by the source's call; / = no result given. Hits appear at their usual frequency. Share with any hit: about 3.3%.

Start of the data: the first twelve compounds (preview)
compound,MITF TRPM1 inh,Vif inh,NR2E3 ag-1,KKLEB tox,CaV13 ICDI inh,CF NFkB inh,PDI inh,HIF-2a inh,Shn3 3UTR inh,NR2E3 ag-2,Peg3 promoter
O=C(CNC(=O)C(c1ccccc1)c1ccccc1)N/N=C\c1cccc(O)c1,8,-22,0,3,-1,-5,2,0,-4,0,2
O=C1c2ccccc2S(=O)(=O)c2cc(C(=O)N3CCN(c4c(Cl)cncc4Cl)CC3)ccc21,8,-2,-1,-12,-11,18,-6,24,19,-15,28
COc1cccc2cc(C(=O)NCc3ccc(C)cc3)c(=N)oc12,20,5,-3,-22,/,5,13,4,-18,-9,5
O=C(CCN1C(=O)CSc2ccccc21)Nc1ccc(OC(F)(F)F)cc1,-3,-11,3,16,-3,16,17,7,-12,-7,-6
O=S(=O)(CCN1CCN(c2ccccn2)CC1)c1ccc(Cl)cc1Cl,5,4,0,-4,-3,-12,0,5,5,-6,3
COc1ccc(NC(=O)c2ccc3c(c2)C(=O)N(CC2CCCO2)C3=O)c(OC)c1 (stereo unspecified),0,1,5,0,-2,1,-13,10,-6,-8,-10
CCc1ccc(NC(=O)NC(C)c2ccc3c(c2)OCO3)cc1 (stereo unspecified),-1,-2,-1,-10,-2,-3,-8,-7,3,-30,2
COc1ccc(OC)c(C2NC(=O)N(C)C(C)=C2C(=O)OCc2ccccc2)c1 (stereo unspecified),4,4,5,-7,-2,6,-4,35,4,-32,21
Cc1ccc(C)c(N2CCN(S(=O)(=O)c3c(C(=O)N4CCCCC4)c(C)n(C)c3C)CC2)c1,1,5,1,2,-6,-18,-2,9,-5,11,11
O=C(O)c1cc(N/N=C/c2ccc(OCc3ccccc3)cc2)ccc1Cl,-53,-1,2,-6,-3,-14,5,-202,-61,-16,-314
CCN1CCCC1CNC(=O)c1cc([N+](=O)[O-])c(N(C)C)cc1OC (stereo unspecified),20,8,3,4,-21,-5,15,19,-7,-9,16
CCOP(=O)(OCC)C(NC(=O)c1cccs1)C(F)(F)F (stereo unspecified),-3,2,1,12,-4,18,22,9,8,-7,8

Results, from the first entry:
compound,MITF TRPM1 inh,Vif inh,NR2E3 ag-1,KKLEB tox,CaV13 ICDI inh,CF NFkB inh,PDI inh,HIF-2a inh,Shn3 3UTR inh,NR2E3 ag-2,Peg3 promoter
O=C(CNC(=O)C(c1ccccc1)c1ccccc1)N/N=C\c1cccc(O)c1,8,-22,0,3,-1,-5,2,0,-4,0,2
O=C1c2ccccc2S(=O)(=O)c2cc(C(=O)N3CCN(c4c(Cl)cncc4Cl)CC3)ccc21,8,-2,-1,-12,-11,18,-6,24,19,-15,28
COc1cccc2cc(C(=O)NCc3ccc(C)cc3)c(=N)oc12,20,5,-3,-22,/,5,13,4,-18,-9,5
O=C(CCN1C(=O)CSc2ccccc21)Nc1ccc(OC(F)(F)F)cc1,-3,-11,3,16,-3,16,17,7,-12,-7,-6
O=S(=O)(CCN1CCN(c2ccccn2)CC1)c1ccc(Cl)cc1Cl,5,4,0,-4,-3,-12,0,5,5,-6,3
COc1ccc(NC(=O)c2ccc3c(c2)C(=O)N(CC2CCCO2)C3=O)c(OC)c1 (stereo unspecified),0,1,5,0,-2,1,-13,10,-6,-8,-10
CCc1ccc(NC(=O)NC(C)c2ccc3c(c2)OCO3)cc1 (stereo unspecified),-1,-2,-1,-10,-2,-3,-8,-7,3,-30,2
COc1ccc(OC)c(C2NC(=O)N(C)C(C)=C2C(=O)OCc2ccccc2)c1 (stereo unspecified),4,4,5,-7,-2,6,-4,35,4,-32,21
Cc1ccc(C)c(N2CCN(S(=O)(=O)c3c(C(=O)N4CCCCC4)c(C)n(C)c3C)CC2)c1,1,5,1,2,-6,-18,-2,9,-5,11,11
O=C(O)c1cc(N/N=C/c2ccc(OCc3ccccc3)cc2)ccc1Cl,-53,-1,2,-6,-3,-14,5,-202,-61,-16,-314
CCN1CCCC1CNC(=O)c1cc([N+](=O)[O-])c(N(C)C)cc1OC (stereo unspecified),20,8,3,4,-21,-5,15,19,-7,-9,16
CCOP(=O)(OCC)C(NC(=O)c1cccs1)C(F)(F)F (stereo unspecified),-3,2,1,12,-4,18,22,9,8,-7,8
O=C1Nc2ccc(F)cc2C12Nc1ccccc1-c1nnc(SCc3ccccc3)nc1O2 (stereo unspecified),5,-1,2,8,-8,4,-2,-34,16,-26,-26
Cc1oc2c(C)c3oc(=O)c4c(c3cc2c1C)CCC4,1,-3,/,-15,/,0,20,-42,5,-41,-48
Cc1cccc(NC(=O)C2C3C=CC4(O3)C2C(=O)N(CCCN2CCCC2)C4C(=O)NC2CCCC(C)C2C)c1 (stereo unspecified),-3,-1,1,7,-7,-1,1,8,3,-28,13
CCCCCCSc1nsc(N)n1,-30,-1,3,-4,-4,-11,-5,-132,-42,-26,-99
Cc1ccccc1C(=O)NNC(=O)C1CCN(c2ncccn2)CC1,0,4,2,3,-20,6,-4,15,6,-7,8
COCc1cc(C)nc(OCC(=O)N/N=C/c2ccc(O)cc2O)c1C#N,4,9,7,0,3,14,-1,2,-27,18,3
CCOC(=O)C(CC)c1cc2n(c(=O)c1C#N)CCC21OCCO1 (stereo unspecified),/,-2,/,3,-7,-18,/,-4,-27,2,3
CN(C)c1cccc(C(=O)NNC(=S)NC2CC3CCC2C3)c1 (stereo unspecified),-37,14,-5,-1,0,11,-1,-133,-52,-71,-91
COC(=O)COc1ccc(S(=O)(=O)N2CCN(c3ccccc3)CC2)cc1,-2,16,4,10,-4,-5,2,48*,-18,13,18
CCCN1/C(=C(/C#N)C2=NS(=O)(=O)c3ccccc32)N(C)c2ccccc21,8,-6,4,-8,-7,-1,-4,25,6,-12,11
S=c1[nH]ccc2ccccc12,4,1,/,10,-8,-24,4,2,-1,-32,11
Cn1cc(CN2CCN(c3ncccn3)CC2)c(-c2cccc(Cl)c2)n1,-2,-5,-1,-3,-8,38,5,4,10,6,-27
Cc1cccc(N2CCN(C(=O)/C=C/c3cccs3)CC2)c1C,-14,-2,-2,9,-1,6,17,-112,-12,-68,-25
COc1ccc(OC)c(CCNC(=O)CCCc2nnc3n(C)c(=O)c4sccc4n23)c1,10,-6,2,-16,-3,8,-2,8,13,5,10
O=S(=O)(c1ccc(F)cc1)N1CC=C(c2ccccc2)CC1,/,3,-1,0,8,-2,-1,18,-6,-23,14
Cc1ccc(S(=O)(=O)CCC(=O)Nc2cccc(C)c2)cc1,6,-10,5,2,-5,-9,7,11,-1,25,10
COc1ccc(NC(=O)CSc2nc(SC)ns2)cc1,-104,-2,2,-2,-5,24,-36,-251,-80,-95,-351
CCC(=O)N1CCN=C1SCc1cccc(C(F)(F)F)c1,0,5,2,-2,-15,6,-13,-9,8,-6,-23
c1ccc2[nH]c(NN=C3CCCCCC3)nc2c1,-64,-10,3,4,5,9,-2,-221,-43,-104,-335
CCC(C)NC(=O)CSc1nnc(-c2c[nH]c3ccccc23)o1 (stereo unspecified),-7,5,-1,7,-2,-4,-3,-37,-4,19,-14
COCCCN1C(=O)C(CC(=O)NC2CCCC2)CC(C(=O)N2CCOCC2)=C1C (stereo unspecified),/,0,/,12,-5,-8,-7,0,-6,13,2
COc1ccc(NC(=O)c2ccccc2C)c(OC)c1,-16,7,0,13,-6,-17,5,-24,-25,-5,-4
CC(C)OC(=O)CSc1ncnc2c1cnn2Cc1ccccc1,2,5,2,-11,-2,4,-5,9,4,7,4
COc1cccc(C2CC(=O)Nc3n[nH]c(-c4ccccc4)c32)c1OC (stereo unspecified),3,-16,2,6,-17,14,3,19,-11,17,20
Cc1cccc(-c2noc(CCCC(=O)N3CCOCC3)n2)c1,1,-8,2,0,-3,4,-4,-38,-27,-10,-27
Cc1ccc(OCC(=O)Nc2ccncc2)cc1C,/,-9,/,-5,-5,4,-4,-55,27,5,-41
Cc1ccccc1CN1CCCNC1=O,0,7,2,5,-8,2,3,6,-3,-1,-11
CC12CCC(C(=O)NNc3ccccc3)(OC1=O)C2(C)C (stereo unspecified),7,-6,4,-9,3,10,-1,7,-13,19,-2
Cc1nc2ccccn2c1-c1ccnc(SCc2ccc(Cl)cc2)n1,-7,-14,-3,-3,-5,29,-4,27,56,-21,17
Cc1ccc(NC(=O)CNc2ccc(OC(C)C)cc2)cc1,-20,-8,0,4,-5,-8,2,-106,-35,-52,-98
COC(=O)c1ccc(NC(=S)NC2c3ccccc3CC2O)cc1 (stereo unspecified),-4,-1,-3,13,8,-4,-9,9,9,-92,1
CCN(CC)CCN(Cc1cc2cc3c(cc2[nH]c1=O)OCCO3)C(=S)NCC1CCCO1 (stereo unspecified),16,0,4,1,10,-10,1,12,-17,-18,4
Cc1cc(NC(=O)CCCN2C(=O)c3cccnc3C2=O)ccc1Br,5,2,-2,-9,-3,-1,-12,12,3,-12,-2
CCOC(=O)CN(C(=O)COc1ccc2c(C)cc(=O)oc2c1)c1ccc(OCC)cc1,4,-2,4,-29,-19,1,-13,13,-12,-19,6
CCCSC1=C(C#N)C(c2ccccc2C)CC(=O)N1 (stereo unspecified),8,12,0,8,-2,15,-3,13,2,/,15
OCCC1CN(C2CCSCC2)CCN1C1CCCC1 (stereo unspecified),11,2,-2,9,-17,5,1,6,39,-55,-9
CC(C)c1ccc(NC(=O)COC(=O)CSc2nnc(N)s2)cc1,-6,-5,-1,-7,-8,-2,8,6,-8,-5,-19
COc1cc(C)c(NC(=O)c2cc(C3CC3)nc3c2cnn3C(C)C)cc1OC,5,-2,-2,-13,-17,7,15,16,5,1,8
CN(Cc1cccnc1)C(=O)c1ccc2nc(Cc3ccccc3F)oc2c1,-40,-4,-4,0,-7,17,1,-140,-13,-54,-101
COc1ccc(N2C(=O)c3ccccc3NC2c2ccccc2O)cc1 (stereo unspecified),/,-10,3,-2,-17,2,5,-124,-77,-159,-118
